VEEV TC-83 Vero – inhibitors of VEEV TC-83 cytopathic effect, confirmation, Vero cells (AID 588727); Vero cells, VEEV TC-83 cytopathic effect inhibition; higher % means a stronger effect; inhibition, % at 20 µM, or IC50 in µM where a hit was titrated; 350,000 compounds, 0.13% hits; in the data active = a potency from the dose series; inconclusive = inhibition mostly from about 14% at the one dose, without a potency; inactive = the rest, 99 in 100 with inhibition below about 12%; note: strong numbers were not always called active
H37Rv inhibition – M. tuberculosis growth inhibition, HTS (AID 449762); M. tuberculosis H37Rv growth inhibition, 7H9 media; higher % means a stronger effect; 330,000 compounds, 0.59% hits; inhibition, % at 25 µM, or IC50 in µM where a hit was titrated; in the data active = a potency from the dose series; inconclusive = inhibition above about 70% without an active follow-up result;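 note: bacterial growth assessed after seven days of incubation; strong numbers were not always called active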
PhoP GFP inhibition – PhoP regulon inhibitors, Salmonella typhi PhoP promoter GFP reporter, confirmatory (AID 1850); Salmonella Typhi PhoP-promoter GFP reporter, fluorescence, 4 h; higher % means a stronger effect; inhibition, % at 50 µM; hits with a dose series show IC50 in µM; 310,000 compounds, 0.33% hits; in the data active = a potency from the dose series; inconclusive = inhibition mostly from about 25% at the one dose, without a potency; inactive = the rest, 99 in 100 with inhibition below about 19%;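 note: 0% = induced wells with vehicle and 100% = uninduced wells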
H1N1 NS1A inhibition – H1N1 influenza NS1A inhibitors, functional cell based assay (AID 504329); inhibition, % at 12.5 µM; hits with a dose series show IC50 in µM; 340,000 compounds, 0.3% hits; NS1A functional cell-based assay, percent inhibition; higher % means a stronger effect; in the data active = a potency from the dose series; inconclusive = inhibition above about 27% without an active follow-up result; note: strong numbers were not always called active
tuberculosis growth – growth inhibition of non-replicating M. tuberculosis (AID 488890) | Mycobacterium tuberculosis non-replicating, growth inhibition; higher % means a stronger effect | one-dose inhibition, % at 25 µM; IC50 in µM for titrated hits | 320,000 compounds, 0.39% hits; in the data active = a potency from the dose series; inconclusive = inhibition mostly from about 82% at the one dose, without a potency; inactive = the rest, 99 in 100 with inhibition below about 76%;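 note: plate controls were DMSO cells for no effect and high antibiotic wells for full effect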
VEEV TC-83 Vero 10K pilot screen – second read-out of VEEV TC-83 Vero, no call of its own (marks repeat the call); inhibition, %; measured here: 10K pilot screen inhibition
Numbers without * were called inactive.

What do the screens show for `COc1ccc(CN(C)C[C@H]2Oc3c(NC(=O)Nc4ccccc4)cccc3C(=O)N([C@H](C)CO)C[C@@H]2C)cc1`?
VEEV TC-83 Vero: 5.4%; H37Rv inhibition: 8%; H1N1 NS1A inhibition: -8%; tuberculosis growth: 39%

Results for Cc1cccc(C(=O)NNC(=O)CN2C(=O)c3ccccc3C2=O)c1 ?
VEEV TC-83 Vero: 0.6%; H37Rv inhibition: -1%; PhoP GFP inhibition: -10%; H1N1 NS1A inhibition: -13%; tuberculosis growth: 14%

What do the screens show for `Cn1nc(C(=O)N2CCN(c3ccc(Cl)cc3)CC2)c2c1-c1ccccc1S(=O)(=O)C2`?
VEEV TC-83 Vero: 3.2%; H37Rv inhibition: 15%; PhoP GFP inhibition: 3%; H1N1 NS1A inhibition: 3%; tuberculosis growth: 31%

How did CCOC(=O)Cc1cc(=O)[nH]c(Nc2nc3ccccc3o2)n1 do in these assays?
VEEV TC-83 Vero: 0.2%; H37Rv inhibition: -3%; PhoP GFP inhibition: 9%; H1N1 NS1A inhibition: -12%; tuberculosis growth: 70%

What do the screens show for `CCOC(=O)c1c(C)n(CC(O)c2ccccc2)c2ccc(O)cc12` (stereo unspecified)?
VEEV TC-83 Vero: 9.8%; H37Rv inhibition: 1%; PhoP GFP inhibition: 0%; H1N1 NS1A inhibition: 5%; tuberculosis growth: 12%

How did CCn1ncc(C2=NOC(C(=O)N3CCC(C(N)=O)CC3)C2)c1C (stereo unspecified) do in these assays?
VEEV TC-83 Vero: 0.8%; H37Rv inhibition: 6%; PhoP GFP inhibition: 3%; H1N1 NS1A inhibition: 4%; tuberculosis growth: 2%

What do the screens show for `CC(=O)Nc1ccc(S(=O)(=O)Nc2ccc3c(c2)C(=O)OC3)cc1`?
H37Rv inhibition: -1%; PhoP GFP inhibition: -5%; tuberculosis growth: 18%

How did O=C(CSc1nc2[nH]ncc2c(=O)[nH]1)Nc1ccccc1C(F)(F)F do in these assays?
VEEV TC-83 Vero: inactive; H37Rv inhibition: 24%; PhoP GFP inhibition: 3%; H1N1 NS1A inhibition: -1%; tuberculosis growth: -11%

What do the screens show for `CC(C)[C@H](NC(=O)[C@H](Cc1ccccc1)n1c(=O)[nH]c2ccccc2c1=O)C(=O)N1CCC[C@@H]1C(=O)O`?
VEEV TC-83 Vero: 0.1%; H37Rv inhibition: -6%; PhoP GFP inhibition: -12%; H1N1 NS1A inhibition: 7%; tuberculosis growth: -9%

Results for O=C(Cc1ccccc1F)NC1CCCN(Cc2ccc(Cl)cc2)C1 (stereo unspecified) ?
VEEV TC-83 Vero: 3.6%; H37Rv inhibition: -1%; PhoP GFP inhibition: -5%; H1N1 NS1A inhibition: 22%; tuberculosis growth: 24%

Results for COc1cc2nc(SCC(=O)NCCc3ccccc3)n(Cc3ccco3)c(=O)c2cc1OC ?
VEEV TC-83 Vero: inactive; H37Rv inhibition: -5%; PhoP GFP inhibition: -8%; H1N1 NS1A inhibition: -5%; tuberculosis growth: 13%

How did CN(c1ccc(C(=O)N2CCN(c3ccccc3F)CC2)cc1)S(=O)(=O)c1ccccc1 do in these assays?
VEEV TC-83 Vero: 4.3%; H37Rv inhibition: 1%; PhoP GFP inhibition: 11%; H1N1 NS1A inhibition: -2%; tuberculosis growth: 6%

Results for CCN1CCN(c2ccc(S(=O)(=O)N3CCCCC3)cc2NC(=O)c2cccc(C)c2)CC1 ?
VEEV TC-83 Vero: 8.8%; H37Rv inhibition: -2%; PhoP GFP inhibition: -2%; H1N1 NS1A inhibition: -9%; tuberculosis growth: 3%

What do the screens show for `CCOC(=O)N1CCN(C(=O)C(=O)NN)CC1`?
VEEV TC-83 Vero: inactive; H37Rv inhibition: 2%; PhoP GFP inhibition: 7%; H1N1 NS1A inhibition: 2%; tuberculosis growth: 0%

How did CCn1c2ccc(F)cc2c2nc3ccccc3nc21 do in these assays?
VEEV TC-83 Vero: 7.5%; H37Rv inhibition: inconclusive; PhoP GFP inhibition: 4%; H1N1 NS1A inhibition: -3%; tuberculosis growth: inconclusive

How did Cc1cccc(NC(=O)C2CCN(C(=O)[C@@H]3Cc4ccccc4CN3)CC2)c1 do in these assays?
VEEV TC-83 Vero: 1.8%; H37Rv inhibition: 6%; PhoP GFP inhibition: 6%; H1N1 NS1A inhibition: 7%; tuberculosis growth: -6%

How did COc1cc(C(=O)NCC(c2cccs2)N2CCOCC2)cc(OC)c1OC (stereo unspecified) do in these assays?
VEEV TC-83 Vero: inactive; H37Rv inhibition: 8%; PhoP GFP inhibition: 6%; H1N1 NS1A inhibition: 1%; tuberculosis growth: 3%

Results for O=C(O)C=C(Br)Br ?
VEEV TC-83 Vero: 0.6%; H37Rv inhibition: -11%; PhoP GFP inhibition: 15%; H1N1 NS1A inhibition: 0%; tuberculosis growth: -7%

What do the screens show for `CSc1ccc(S(=O)(=O)Nc2c(C)cccc2C)cc1`?
VEEV TC-83 Vero: 1.2%; H37Rv inhibition: 4%; PhoP GFP inhibition: 5%; H1N1 NS1A inhibition: 0%; tuberculosis growth: -4%

Results for CC1CCCN(Cc2c(C(=O)N3CCc4ccccc4C3)nc3ccc(Cl)cn23)C1 (stereo unspecified) ?
VEEV TC-83 Vero: 5.5%; H37Rv inhibition: 1%; PhoP GFP inhibition: 0%; H1N1 NS1A inhibition: -3%; tuberculosis growth: -8%

How did Cc1cc(=O)[nH]c(Cc2ccc(OC(C)C)cc2)n1 do in these assays?
VEEV TC-83 Vero: 0.3%; H37Rv inhibition: 3%; PhoP GFP inhibition: -12%; H1N1 NS1A inhibition: -15%; tuberculosis growth: 4%

What do the screens show for `Cc1cc(C)c(S(=O)(=O)c2ccccc2C)c(OCCO)n1`?
VEEV TC-83 Vero: inactive; H37Rv inhibition: 1%; PhoP GFP inhibition: -7%; H1N1 NS1A inhibition: -12%; tuberculosis growth: 7%

How did Cc1onc(-c2c(Cl)cccc2Cl)c1C(=O)N1CCN(c2ccccc2F)CC1 do in these assays?
VEEV TC-83 Vero: 7.2%; H37Rv inhibition: 3%; PhoP GFP inhibition: 11%; H1N1 NS1A inhibition: -9%; tuberculosis growth: 14%

How did Fc1ccc(C(c2nnnn2C2CCCCC2)N2CCCC2)cc1 (stereo unspecified) do in these assays?
VEEV TC-83 Vero: 0.1%; H37Rv inhibition: -10%; PhoP GFP inhibition: 0%; H1N1 NS1A inhibition: 11%; tuberculosis growth: -15%

What do the screens show for `COc1ccc(S(=O)(=O)NNC(=O)Cc2csc(C)n2)cc1[N+](=O)[O-]`?
VEEV TC-83 Vero: 0.4%; H37Rv inhibition: -3%; PhoP GFP inhibition: 4%; H1N1 NS1A inhibition: 6%; tuberculosis growth: -19%

Results for Cc1ccccc1-c1nnn(CC(=O)N(C)CC(=O)Nc2ccccc2C(F)(F)F)n1 ?
VEEV TC-83 Vero: inactive; H37Rv inhibition: 0%; PhoP GFP inhibition: 7%; H1N1 NS1A inhibition: -3%; tuberculosis growth: -4%

How did COc1cc(OC)cc(C(=O)Nc2ccccc2-c2nnn(CC(=O)Nc3cc(C)on3)n2)c1 do in these assays?
VEEV TC-83 Vero: 7.4%; H37Rv inhibition: 4%; PhoP GFP inhibition: -1%; H1N1 NS1A inhibition: 11%; tuberculosis growth: 7%

What do the screens show for `COc1cccc(S(=O)(=O)NC2CCN(C#N)C2)c1` (stereo unspecified)?
VEEV TC-83 Vero: 0.2%; H37Rv inhibition: -9%; H1N1 NS1A inhibition: -2%; tuberculosis growth: -11%; VEEV TC-83 Vero 10K pilot screen: 1.6

How did O=C(Nc1nnc(-c2ccccc2)s1)c1ccc(F)cc1 do in these assays?
VEEV TC-83 Vero: 1.4%; H37Rv inhibition: 0%; PhoP GFP inhibition: 11%; H1N1 NS1A inhibition: -4%; tuberculosis growth: 0%

Results for COc1ccc2oc(C(=O)OCC(=O)N3CC(C)OC(C)C3)c(C)c2c1 (stereo unspecified) ?
VEEV TC-83 Vero: 2.1%; H37Rv inhibition: 0%; PhoP GFP inhibition: 1%; H1N1 NS1A inhibition: -5%; tuberculosis growth: 16%

Pulled one by one from the list above (four):
What do the screens show for `COc1ccc(S(=O)(=O)NNC(=O)Cc2csc(C)n2)cc1[N+](=O)[O-]`?
VEEV TC-83 Vero: 0.4%; H37Rv inhibition: -3%; PhoP GFP inhibition: 4%; H1N1 NS1A inhibition: 6%; tuberculosis growth: -19%

What do the screens show for `COc1cccc(S(=O)(=O)NC2CCN(C#N)C2)c1` (stereo unspecified)?
VEEV TC-83 Vero: 0.2%; H37Rv inhibition: -9%; H1N1 NS1A inhibition: -2%; tuberculosis growth: -11%; VEEV TC-83 Vero 10K pilot screen: 1.6

Results for CC1CCCN(Cc2c(C(=O)N3CCc4ccccc4C3)nc3ccc(Cl)cn23)C1 (stereo unspecified) ?
VEEV TC-83 Vero: 5.5%; H37Rv inhibition: 1%; PhoP GFP inhibition: 0%; H1N1 NS1A inhibition: -3%; tuberculosis growth: -8%

How did Fc1ccc(C(c2nnnn2C2CCCCC2)N2CCCC2)cc1 (stereo unspecified) do in these assays?
VEEV TC-83 Vero: 0.1%; H37Rv inhibition: -10%; PhoP GFP inhibition: 0%; H1N1 NS1A inhibition: 11%; tuberculosis growth: -15%

Carrying on.
Results for COc1ccc(-c2cc(-c3cc(F)ccc3O)[nH]n2)cc1OC ?
VEEV TC-83 Vero: inactive; H37Rv inhibition: 66%; PhoP GFP inhibition: -5%; H1N1 NS1A inhibition: 0%; tuberculosis growth: -30%

How did CCCCN(C)CCNC(=S)Nc1ccc2nc(N3CCN(CC)CC3)cc(C)c2c1 do in these assays?
VEEV TC-83 Vero: 0.1%; H37Rv inhibition: 9%; PhoP GFP inhibition: -9%; H1N1 NS1A inhibition: 8%; tuberculosis growth: 33%

How did COc1ccc(NC(=O)c2cc(F)cc(F)c2)cc1S(=O)(=O)N1CCCCC1 do in these assays?
VEEV TC-83 Vero: 9.3%; H37Rv inhibition: -3%; H1N1 NS1A inhibition: -1%; tuberculosis growth: 15%

What do the screens show for `CC(=O)OC(Cn1nc(C)cc1C)c1ccccc1` (stereo unspecified)?
VEEV TC-83 Vero: 0.4%; H37Rv inhibition: -8%; PhoP GFP inhibition: 5%; H1N1 NS1A inhibition: 1%; tuberculosis growth: -10%

How did CCN(CC)CCNC(=O)C1c2ccccc2C(=O)N(CCOC)C1c1ccc(F)cc1 (stereo unspecified) do in these assays?
VEEV TC-83 Vero: 1.3%; H37Rv inhibition: 9%; PhoP GFP inhibition: -4%; H1N1 NS1A inhibition: 7%; tuberculosis growth: 2%

Results for O=C(CNc1ccccc1Cl)N/N=C1\CCCc2ccccc21 ?
VEEV TC-83 Vero: 0.2%; H37Rv inhibition: 5%; PhoP GFP inhibition: 4%; H1N1 NS1A inhibition: -2%; tuberculosis growth: 4%

How did CC(=NC1CC1)C1=C(O)c2ccccc2C1=O do in these assays?
VEEV TC-83 Vero: 4.9%; H37Rv inhibition: -2%; PhoP GFP inhibition: -4%; H1N1 NS1A inhibition: -2%; tuberculosis growth: 10%

What do the screens show for `CCCOc1ccc(-c2cn3ccccc3n2)cc1[N+](=O)[O-]`?
VEEV TC-83 Vero: 5.3%; H37Rv inhibition: 2%; PhoP GFP inhibition: 10%; H1N1 NS1A inhibition: 19%; tuberculosis growth: 2%

How did Cc1ccc(C)c(-n2nnnc2SCC(=O)c2c(N)n(C)c(=O)n(C)c2=O)c1 do in these assays?
H37Rv inhibition: -4%; PhoP GFP inhibition: 1%; tuberculosis growth: -6%

Results for CCCCNC(=S)N(CCO)Cc1cc2cc3c(cc2[nH]c1=O)OCCO3 ?
VEEV TC-83 Vero: 2.5%; H37Rv inhibition: -2%; PhoP GFP inhibition: -6%; H1N1 NS1A inhibition: 1%; tuberculosis growth: -2%

What do the screens show for `O=C(CN1C(=O)NC2(CCCCC2)C1=O)Nc1ccc(N2CCOCC2)cc1`?
VEEV TC-83 Vero: 0.8%; H37Rv inhibition: 0%; PhoP GFP inhibition: -5%; H1N1 NS1A inhibition: -8%; tuberculosis growth: 27%

What do the screens show for `COCCNc1oc(/C=C/c2ccccc2OC)nc1S(=O)(=O)c1ccccc1`?
VEEV TC-83 Vero: 7.2%; H37Rv inhibition: 13%; PhoP GFP inhibition: -3%; H1N1 NS1A inhibition: -12%; tuberculosis growth: 25%

Results for COc1ccc2nc(N)sc2c1 ?
VEEV TC-83 Vero: 2.4%; H37Rv inhibition: 36%; PhoP GFP inhibition: -4%; H1N1 NS1A inhibition: -10%; tuberculosis growth: -5%

Results for Cc1cc(=O)oc2cc(OCC(=O)N3CCC(O)CC3)c(Cl)cc12 ?
VEEV TC-83 Vero: 1.9%; H37Rv inhibition: -2%; PhoP GFP inhibition: 4%; H1N1 NS1A inhibition: 5%; tuberculosis growth: -1%
